MBD2 DNA inh = inhibitors of human MBD2 binding to methylated oligonucleotide | Q9UBB5 | TR-FRET | inhibition, % at 4.4 µM | actives 0.31% (n = 370,000); in the data active means inhibition above about 13%
PRMT1 inh = inhibitors of human PRMT1; Q99873; recombinant PRMT1, activity-based probe fluorescence polarization; inhibition, % at 2.79 µM; actives 1.3% (n = 370,000); AID 652257;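 active means inhibition above about 21% made by adding two undisclosed values, limit read from the data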
UHRF1 binding = blocks human UHRF1 binding to methylated DNA. Q96T88. UHRF1 binding to methylated oligo, TR-FRET. inhibition, % at 4.4 µM. actives 0.75% (n = 370,000). AID 687016; in the data active means inhibition above about 21%;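 further: UHRF1 SRA domain binding a hemimethylated CpG hairpin DNA probe; 0% = median of test compound wells and 100% = reference inhibitor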
Tn7 DDE FP = DD(E)-Tn7 binding inhibition, primary FP screen | P02675 | FP displacement of FITC-Tn7 peptide from fibrin DD(E); 0% = median of compound wells per plate | inhibition, % at 8.3 µM | actives 0.13% (n = 370,000);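 active means inhibition above the mean of compounds falling within the control limits plus 3 SD of them, cut at about 14% in these data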;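 further: 0% = plate median of compound wells and 100% = 10 µM Aha-Tn7 peptide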
Target sequence (P02675 whole entry, looked up): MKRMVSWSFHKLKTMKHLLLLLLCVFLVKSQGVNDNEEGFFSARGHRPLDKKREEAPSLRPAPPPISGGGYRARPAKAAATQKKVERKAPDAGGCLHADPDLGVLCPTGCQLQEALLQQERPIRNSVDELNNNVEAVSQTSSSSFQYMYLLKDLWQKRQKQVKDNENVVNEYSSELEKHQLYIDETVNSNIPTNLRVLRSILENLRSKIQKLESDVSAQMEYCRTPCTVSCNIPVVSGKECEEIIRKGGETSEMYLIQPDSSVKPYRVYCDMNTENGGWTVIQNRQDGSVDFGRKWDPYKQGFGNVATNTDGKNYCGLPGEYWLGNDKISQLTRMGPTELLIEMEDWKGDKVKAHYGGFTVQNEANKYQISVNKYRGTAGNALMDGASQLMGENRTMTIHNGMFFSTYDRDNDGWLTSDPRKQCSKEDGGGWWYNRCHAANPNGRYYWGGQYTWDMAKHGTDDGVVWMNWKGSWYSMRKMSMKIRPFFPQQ
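assay system = human clot-derived fibrin DD(E) complex | quantity = Fibrin-DD(E) at 2 µM final | timing = 10 min preincubation, 3 h with tracer, room temperature | signal = fluorescence polarization | measure = percent inhibition | benchmarks = high control wells with 10 µM unlabelled Aha-Tn7 peptide (full inhibition) | replicates = singlicate testing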
KLK7 zymogen act = proKLK7 (human) activation, primary screen | P49862 | purified proKLK7, EDANS-DABCYL substrate fluorescence; 100% is mature enzyme control, 0% vehicle | activation, % at 7 µM | actives 0.9% (n = 370,000) | AID 652039;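 active means activation above the mean of all tested compounds plus 3 SD, computed per campaign excluding outliers beyond control limits, cut at about 13% in these data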
Target sequence (P49862 whole entry, looked up): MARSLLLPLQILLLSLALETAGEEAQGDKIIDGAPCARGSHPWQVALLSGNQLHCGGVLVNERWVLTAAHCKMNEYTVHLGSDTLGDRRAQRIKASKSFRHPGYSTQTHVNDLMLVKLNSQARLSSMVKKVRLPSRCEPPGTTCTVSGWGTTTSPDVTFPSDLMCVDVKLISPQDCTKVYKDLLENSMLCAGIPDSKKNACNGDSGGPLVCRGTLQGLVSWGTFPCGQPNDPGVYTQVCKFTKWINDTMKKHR
TDP2 absorb = blocks human TDP2 phosphodiesterase activity. O95551. recombinant TDP2, T5PNP hydrolysis, p-nitrophenol absorbance 415 nm. inhibition, % at 12.8 µM. actives 0.34% (n = 370,000). AID 720702;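 active means inhibition above the mean of all tested compounds plus 3 SD, set per campaign, cut at about 25% in these data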;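 further: 0% = DMSO with enzyme and 100% = buffer with substrate but no TDP2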
Target sequence (O95551 whole entry, looked up): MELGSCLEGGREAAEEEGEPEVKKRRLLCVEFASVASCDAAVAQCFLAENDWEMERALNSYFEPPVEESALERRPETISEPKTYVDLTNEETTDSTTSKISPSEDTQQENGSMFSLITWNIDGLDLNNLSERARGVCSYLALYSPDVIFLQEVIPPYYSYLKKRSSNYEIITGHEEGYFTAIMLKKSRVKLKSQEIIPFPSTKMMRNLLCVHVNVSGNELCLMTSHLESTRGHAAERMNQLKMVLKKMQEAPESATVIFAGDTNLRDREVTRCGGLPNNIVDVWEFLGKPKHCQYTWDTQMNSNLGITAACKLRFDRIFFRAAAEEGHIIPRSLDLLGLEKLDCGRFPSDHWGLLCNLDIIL
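Material: recombinant human TDP2; quantity: TDP2 enzyme at 120 nM final; medium: Tris-HCl pH 7.5 with MgCl2; compound: single concentration, 12.8 µM nominal, with 1% DMSO; incubation: 2 h enzyme incubation at 37 °C; signal: epi absorbance; measure: percent inhibition; benchmarks: high control without enzyme, low control DMSO plus TDP2; repeats: singlicate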
SIAE primary = blocks human sialic acid acetylesterase; Q9HAT2; SIAE FP-Rh probe binding, fluorescence polarization; inhibition, % at 9.66 µM; actives 0.69% (n = 370,000); AID 1053197;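 active means inhibition above a cutoff: mean of compounds within the control limits plus 3 SD of those, cut at about 17% in these data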;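 further: 0% = plate median of compound wells and 100% = probe without SIAE protein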
LEDGF integ inh = blocks HIV-1 LEDGF/p75-dependent DNA integration. TR-FRET IN-LEDGF/p75 DNA integration, Eu/Cy5. inhibition, % at 3.7 µM. actives 0.64% (n = 370,000);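 active means inhibition above the screen-wide mean plus 3 SD, cut at about 13% in these data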;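 further: signal is the Cy5 over europium emission ratio at 671 and 618 nm; 0% = plate median of compound wells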
DDE Tn6 FP inh = inhibitors of Tn6 peptide binding to human fibrin DD(E); P02675; Fibrin DD(E) TRITC-Tn6 fluorescence polarization displacement; inhibition, % at 8.3 µM; actives 0.21% (n = 370,000); AID 720509;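 active means inhibition above a per-campaign cutoff: mean of compounds within control limits plus 3 SD, cut at about 15% in these data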;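 further: 0% = median of all compound wells on the plate and 100% = blocking peptide control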
TCR-CD3 inh = inhibitors of human TCR-CD3 interaction; actives 0.37% (n = 360,000); inhibition, % at 9.4 µM; TAMRA-labeled TCR probe fluorescence, biochemical; AID 651800; in the data active means inhibition above about 19%;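 further: recombinant mutant TCR 2C K166C tagged with TAMRA read by polarization; 0% = receptor in buffer alone and 100% = receptor with positive control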
* = called active by the depositor; nt = not tested or not shown. An unsorted share of the library. Share with any hit: about 4.6%.

SMILES	MBD2 DNA inh	PRMT1 inh	UHRF1 binding	Tn7 DDE FP	KLK7 zymogen act	TDP2 absorb	SIAE primary	LEDGF integ inh	DDE Tn6 FP inh	TCR-CD3 inh
COC(=O)C1=C(C(=O)OC)[C@@H]2N(C)c3ccccc3[C@@]23C[C@@H](C(=O)OC)N(C(=O)CC(C)C)C3=N1	0	1	4	-3	0.3	-2	5	-1	-2	-3
COC(=O)CN1C(=O)C2(OCCCO2)c2ccccc21	0	0	1	0	0.0	-2	-5	-1	-1	-3
C/C(CC(=O)NCc1ccccc1)=N\NC(N)=S	2	-5	0	-10	0.0	-4	5	0	1	1
COc1ccc(NC2CCCN(C(=O)COc3ccc(Cl)cc3C)C2)cc1OC (centres undefined)	-7	7	-2	8	-0.2	4	10	0	1	-9
CC(C)(C)CC(C)(C)NC(=S)Nc1ccc2nc(-c3ccccn3)c(-c3ccccn3)nc2c1	-2	12	-3	-1	-29	-4	-10	4	-2	-8
CC(NC(=O)CSC(=S)N1CCCC1)c1ccc(S(N)(=O)=O)cc1 (centres undefined)	-1	0	0	2	-0.3	-5	-4	-2	11	5
COc1ccc2cc(CCNC(=O)CCc3ccccc3)c(=O)[nH]c2c1	3	-1	0	-4	0.6	0	1	1	-1	-3
COc1ccc(CCN2C(=O)C(O)=C(C(C)=O)C2c2ccccc2OC)cc1OC (centres undefined)	-2	-3	-7	6	-0.5	12	13	3	-9	-6
COc1ccc(OCCOc2ccc(C)nc2[N+](=O)[O-])cc1	4	-3	-5	-3	0.0	10	-1	1	-3	-3
CSCCC1NC(=O)N(CC(=O)Nc2c(Cl)cc(Cl)cc2Cl)C1=O (centres undefined)	0	1	3	3	-0.5	0	6	0	-6	3
O=C(CCN1C(=O)/C(=C/c2ccccc2F)SC1=S)NC1C=CS(=O)(=O)C1 (centres undefined)	6	0	1	-4	-0.4	-11	7	-3	0	-5
CC(C)(C)OC(=O)N(CCc1ccccc1)Cc1ccc(OCc2cccc(NC(=O)C3CC3)c2)cc1	-2	-4	0	-5	0.0	7	0	4	-8	-4
CC(C)NS(=O)(=O)c1ccc(NC(=O)C2CCCCC2)cc1	-5	0	-3	-2	0.3	-8	4	4	0	6
COc1cc(/C=C2/SC(=S)N(Cc3ccccc3)C2=O)ccc1OCC(=O)O	2	3	-2	-5	-0.4	15	-9	5	2	2
CCN(C(=O)C1CC1)C1CCS(=O)(=O)C1 (centres undefined)	3	5	3	3	-0.2	2	8	-1	-1	2

Quoted at random: 2 compounds from above.
SMILES	MBD2 DNA inh	PRMT1 inh	UHRF1 binding	Tn7 DDE FP	KLK7 zymogen act	TDP2 absorb	SIAE primary	LEDGF integ inh	DDE Tn6 FP inh	TCR-CD3 inh
CC(C)(C)CC(C)(C)NC(=S)Nc1ccc2nc(-c3ccccn3)c(-c3ccccn3)nc2c1	-2	12	-3	-1	-29	-4	-10	4	-2	-8
C/C(CC(=O)NCc1ccccc1)=N\NC(N)=S	2	-5	0	-10	0.0	-4	5	0	1	1

More structures:
SMILES	MBD2 DNA inh	PRMT1 inh	UHRF1 binding	Tn7 DDE FP	KLK7 zymogen act	TDP2 absorb	SIAE primary	LEDGF integ inh	DDE Tn6 FP inh	TCR-CD3 inh
CC(C)CCC1(CCNC(=O)c2cccs2)CCOC(C)(C)C1 (centres undefined)	5	7	5	-4	0.2	-6	-14	6	-10	0
CC1(C)CC(NC(=O)c2ccc(Cl)c(S(=O)(=O)N(Cc3ccccc3)c3ccccc3)c2)CC(C)(C)N1	7	-2	2	0	-0.1	-6	-1	-3	-5	-2
CCOC(=O)Cc1csc(SC(C)C(=O)NC2CCCCC2C)n1 (centres undefined)	-1	0	-1	-2	0.2	-3	-4	3	-5	3
CC1=C(C(=O)Nc2cc(C(=O)N(C)Cc3ccccc3)ccc2C)SCCO1	4	3	-2	-3	0.7	-1	3	0	1	-3
COc1ccc(-c2c(C#Cc3ccsc3)c3cc(-c4ccc(OC)nc4)ccc3n2C)cc1	0	-1	-2	3	-0.9	12	0	1	3	-1
O=C(O)CCC(=O)N1CCCC1	3	1	2	1	-0.7	3	-1	-1	1	4
O=C(CCC1CCCN(Cc2cccc3c2OCO3)C1)NCc1ccc(F)c(F)c1 (centres undefined)	1	3	3	-2	-0.1	-9	0	-5	1	-6
C[n+]1c2n(c3ccccc31)N=C(c1ccc(Br)cc1)CS2	-1	57*	-69	2	0.5	-8	3	4	-1	-2
COc1ccc([C@@H]2CC(=O)[C@@H]3CN(S(=O)(=O)c4ccc(Cl)cc4)[C@H](c4ccc(C)cc4)C[C@@H]3N2S(=O)(=O)c2ccccc2)cc1	10	10	3	4	-1.0	4	-23	-2	-12	2
Brc1ccc(OCCN2CCOCC2)cc1	3	-1	-1	-4	0.2	11	-2	-1	1	3
COc1cccc(N=Cc2ccc(O)cc2O)c1	-6	2	-4	4	-1.6	2	9	5	1	-1
O=C(c1cc2ccccc2cc1O)N1CCN(c2cccc(Cl)c2)CC1	-3	-1	-3	2	-3.5	-2	-5	4	5	-1
Cc1ccc(C)n1C1CCS(=O)(=O)C1 (centres undefined)	-1	-2	0	2	0.5	4	6	-1	4	-2
CCN(CCO)c1ncnc2onc(-c3ccc(F)cc3)c12	7	1	3	5	0.0	-6	3	8	2	1
CCC(=O)N[C@@H]1C[C@@H]2O[C@@H](CO)CC[C@@H]2O[C@@H]1CCc1ccc(-c2cccc(OC)c2)cc1	-3	-2	11	-4	-0.1	0	5	2	-2	nt

Single entries from above.
LEDGF integ inh with CC1(C)CC(NC(=O)c2ccc(Cl)c(S(=O)(=O)N(Cc3ccccc3)c3ccccc3)c2)CC(C)(C)N1 : -3
UHRF1 binding with Cc1ccc(C)n1C1CCS(=O)(=O)C1 (centres undefined) : 0

Carrying on.
SMILES	MBD2 DNA inh	PRMT1 inh	UHRF1 binding	Tn7 DDE FP	KLK7 zymogen act	TDP2 absorb	SIAE primary	LEDGF integ inh	DDE Tn6 FP inh	TCR-CD3 inh
O=[N+]([O-])c1ccc(N2CCN(Cc3ccccc3)CC2)s1	-16	-5	-19	7	0.1	10	1	2	6	-1
Cc1cc(C)c(CN2CCN(C(=O)Cn3cc(C)c(=O)[nH]c3=O)CC2)c(C)c1	-3	-1	1	4	1.0	0	-1	0	4	-5
CC(C)(C)C1(O)CC(C(F)(F)F)=NN1C(=O)CCc1ccccc1 (centres undefined)	-6	-1	0	-1	0.2	-7	-1	-1	-2	9
CSc1nc2ccc3nc(NC(=O)c4ccccc4)sc3c2s1	-1	-3	-3	1	0.0	-1	-12	-1	0	-3
Fc1ccccc1CNc1cc(Cl)cc(Cl)c1	1	-3	-4	-4	0.0	-8	-5	-1	-5	0
COc1cc(NC(=O)Cn2cnc3c(OCc4ccccc4)ncnc32)cc(OC)c1OC	0	-4	-3	-4	-1.1	9	-4	1	10	0
O=c1cc(-c2ccccc2)oc2cc(OCc3ccccc3)cc(O)c12	-2	-3	1	6	-0.2	3	2	1	1	4
COc1ccc(C2Nc3cccc4cccc(c34)N2)cc1Br	0	7	5	-1	-1.0	6	-2	-3	0	2
COc1cc(OC)c(S(=O)(=O)Nc2ccccc2NC(=O)CN2CCOCC2)cc1NC(C)=O	-2	2	5	-2	0.2	-19	0	4	14	-4
NC(=O)c1cnn(Cc2ccc(Cl)cc2)c1N	-1	0	-1	-3	0.6	1	1	-1	4	-3
O=C(CSCC(=O)Nc1nc(-c2ccc3c(c2)OCO3)cs1)Nc1nccs1	4	6	-2	9	0.4	1	-2	1	-4	0
O=C(CSc1nc2ccccc2c(=O)n1Cc1ccco1)c1ccccc1	-4	4	-1	-2	-0.2	-6	5	2	1	1
Cc1ccc2oc(-c3ccccc3)nc2c1	-5	3	-2	0	-0.3	4	6	0	-1	-7
O=C(O)c1ccc(CNC(=O)C2CCN(S(=O)(=O)c3ccc4c(c3)OCCO4)CC2)cc1	-5	3	0	-2	0.4	5	1	2	-8	5
CCN(CC(=O)Nc1c(F)cccc1F)C(=O)CSCc1c(C)noc1C	2	-4	-1	-5	-0.8	-9	4	3	0	0
COc1ccc2[nH]c(=O)c(CN(Cc3ccc4c(c3)OCO4)C(C)=O)cc2c1	3	0	1	-4	1.2	7	4	-1	-3	-2
COc1ccccc1OCCn1cc(/C=C(\C#N)C(=O)NCc2cccs2)c2ccccc21	-2	2	3	-2	-70	-2	-10	-8	0	-5
COCCCN1C(=O)C(CC(=O)NC2CCCCC2)CC(C(=O)N(C)C)=C1C (centres undefined)	3	3	1	-1	0.2	-1	7	2	6	-2
Cc1cccc(C(=O)N2CCC(=O)N(C(COCc3ccc(Cl)cc3)Cc3ccccc3)CC2)c1 (centres undefined)	2	3	0	-1	0.0	3	4	5	3	-5
Cc1nc2sc3c(c2c(=O)n1/N=C/c1ccco1)CCCC3	4	-2	1	2	0.2	-1	5	3	2	4
CCC1(c2ccccc2)NC(=O)N(CC(=O)NC2CCCCCC2)C1=O (centres undefined)	2	5	1	9	-0.8	-8	-4	-10	3	-10
CCc1cccc(CC)c1NC(=O)COC(=O)c1ccc(F)c(S(=O)(=O)N(CC)CC)c1	-3	1	-1	0	0.5	7	9	2	9	4
O=C(NNC(=O)C1CC(=O)N(Cc2ccccc2)C1)c1ccc(F)cc1 (centres undefined)	-1	-4	-2	-3	-0.2	-9	4	0	13	6
Cc1cccc(NC(=O)[C@@H]2CCCN2C(=O)OC(C)(C)C)c1	-1	-5	3	-5	0.2	-10	-5	-1	1	5
Cc1cccc(C)c1Nc1nnc(SCC(=O)NC2CCS(=O)(=O)C2)s1 (centres undefined)	3	-3	-4	-2	-0.5	4	13	-3	0	1
COc1ccc(CCNC(=O)CSc2nc3[nH]ncc3c(=O)n2-c2ccc(Cl)cc2Cl)cc1OC	-3	-4	-1	-5	-0.1	5	3	1	-1	5
O=C(C1CCN(S(=O)(=O)c2cccc3nonc23)CC1)N1CCCCC1	-6	-2	-2	0	0.8	1	2	2	1	3
CC(=O)NC1CCC(=O)C=C1c1ccccc1 (centres undefined)	-5	-2	0	-2	0.1	4	0	0	2	-2
S=c1[nH]nc(C2CCCCC2)n1/N=C/c1ccc(Br)cc1	4	5	3	3	-0.4	-10	1	-4	-4	-1
CCOC(=O)c1sc(NC(=O)Nc2ccccc2)cc1C	1	0	2	-5	0.0	-11	-13	1	-23	2
O=C(CCN1C(=O)C2CC=CCC2C1=O)Nc1ccc(S(=O)(=O)N2CCCCC2)cc1 (centres undefined)	1	1	0	5	-0.3	2	9	-2	3	-1
S=C(NCc1ccc(Cl)cc1Cl)Nc1ccccc1	5	2	2	-3	-0.6	-5	3	-1	-6	-6
Cc1nc(-c2ccc(C(F)(F)F)cc2)sc1C(=O)NN	2	1	-2	2	0.7	-12	-4	0	-6	-3
COc1ccccc1C(=O)NC(C)c1ccccc1 (centres undefined)	0	1	5	6	0.0	-7	2	-4	-2	-7
O=C(Nc1ccc(-c2cnco2)cc1)c1ccc(Cl)cc1	-5	-2	0	-3	0.6	-18	15	4	2	3
COc1cc(S(=O)(=O)N(Cc2ccccn2)Cc2ccco2)ccc1-n1cnnn1	-2	-4	-1	-2	-0.2	3	-1	2	1	6
